Source: PubChem BioAssay (several laboratories)
GPR55 beta-arrestin = GPR55 agonists via beta-arrestin recruitment, primary screen, imaging, U2OS cells, beta-arrestin-GFP redistribution (AID 1961); U2OS GPR55 beta-arrestin-GFP redistribution imaging; higher % means a stronger effect; activation, % at 10 µM; hits with a dose series show EC50 in µM; 0.048% of 290,000 active;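 active = activation above 40% with more than 50 cells counted in the well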;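 note: U2OS osteosarcoma cells stably expressing GPR55 and beta-arrestin-GFP; plate controls were DMSO negative control for no effect and LPI positive control for full effect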
HIV peptide binding = inhibitors of HIV fusion peptide binding, primary screen, biochemical, uHTS, fluorescence dequenching (AID 1986) | inhibition, % at 20 µM, or IC50 in µM where a hit was titrated | cell-free peptide binding, fluorescence dequenching, 30 min; higher % means a stronger effect | 0.3% of 290,000 active; in the data active = inhibition mostly above about 52%, no sharp cut-off; inactive = mostly below about 76%; note: some results filed as inactive read as strong as hits
NOD2 inhibition = inhibition of NOD2-driven NF-kB reporter – cell-based, luminescence, uHTS, HEK293 (AID 1566) | HEK293 NOD2/NF-kB luciferase reporter, luminescence; higher % means a stronger effect | one-dose inhibition, % at 4 µM; EC50 in µM for titrated hits | 0.63% of 290,000 active; note: many of its hits are not listed in these tables
KOR beta-arrestin-1 = KOR antagonists, beta-arrestin recruitment, cell-based, luminescence, uHTS (AID 1778); KOR beta-arrestin recruitment, luminescence, antagonist mode; higher % means a stronger effect; inhibition, % at 10 µM; hits with a dose series show IC50 in µM; 0.091% of 290,000 active; note: strong numbers were not always called active
NOD1 inhibition = NOD1 signaling inhibitors, primary screen, cell-based, luminescence, uHTS (AID 1578); NOD1-driven NF-kB luciferase reporter cells, luminescence; higher % means a stronger effect; one-dose inhibition, % at 4 µM; EC50 in µM for titrated hits; 1% of 290,000 active; in the data active = inhibition mostly above about 36%, no sharp cut-off; inactive = mostly below about 34%;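 note: HEK-293T reporter cells stimulated with the NOD1 agonist gamma-tri-DAP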
KOR beta-arrestin-2 = KOR agonists, beta-arrestin recruitment, primary screen, cell-based, luminescence, uHTS (AID 1777); KOR beta-arrestin recruitment, luminescence; higher % means a stronger effect; activation, % at 10 µM, or EC50 in µM where a hit was titrated; 0.02% of 280,000 active; in the data active = activation above about 50%, passing the limit was not always enough; note: a part of the inactive calls stands beside numbers as strong as those of hits
GPR35 arrestin U2OS = GPR35 antagonists blocking zaprinast-driven arrestin recruitment, primary screen, imaging, U2OS, beta-arrestin-GFP, zaprinast agonist (AID 2058); inhibition, % at 10 µM, or IC50 in µM where a hit was titrated; U2OS GPR35 beta-arrestin-GFP translocation imaging, zaprinast antagonism; higher % means a stronger effect; 0.052% of 290,000 active;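 active = inhibition of at least 50% with at least 30 cells and total cytoplasm GFP at most 10,000,000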
GPR55 antagonists = GPR55 antagonists blocking LPI-driven arrestin recruitment, primary screen, imaging, U2OS, beta-arrestin-GFP, LPI agonist (AID 2013); U2OS GPR55 beta-arrestin-GFP translocation imaging, LPI antagonism; higher % means a stronger effect; inhibition, % at 10 µM; hits with a dose series show IC50 in µM; 0.13% of 290,000 active;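 active = spots per cell inhibited over 60%, with over 100 cells counted and total cytoplasm intensity under 500,000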;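 note: U2OS cells stably carrying GPR55 and arrestin-GFP stimulated by 5 µM LPI near EC80; imaged beta-arrestin-GFP aggregate spots per cell after agonist stimulation; plate controls were LPI-stimulated DMSO wells for no effect and DMSO wells without LPI for full effect; some results filed as inactive read as strong as hits; confirmed hits need IC50 under 10 µM and bright autofluorescent wells are also inconclusive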
Myeloid diff 2 = compounds promoting myeloid differentiation. 1% of 360,000 active. calls only at 10 µM. ER-HoxA9 myeloid progenitors, lysozyme-GFP differentiation, flow cytometry;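 active = normalized GFP-positive differentiation at or above the plate's own cutoff, the solvent-only control mean plus 3 SD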;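 note: cells exposed to compound for four days before flow analysis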
Myeloid diff 2 GFP+ MAC1+ % = second read-out of Myeloid diff 2, no call of its own (marks repeat the call); GFP+ MAC1+ double positive, %; measured here: differentiation confirmed by MAC1 staining
* marks the source's active call; other numbers are inactive results; i = inactive; nt = not tested or not shown; [ ] = another dose, or the depositor's remark. Cut-off read from the data, not from the text of the source, unless noted: active = inhibition above about 50%; inactive = the rest.

SMILES	GPR55 beta-arrestin	HIV peptide binding	NOD2 inhibition	KOR beta-arrestin-1	NOD1 inhibition	KOR beta-arrestin-2	GPR35 arrestin U2OS	GPR55 antagonists	Myeloid diff 2	Myeloid diff 2 GFP+ MAC1+ %
Cc1nc2scc(-c3ccc(C(C)(C)C)cc3)c2c(=O)n1N	-0.3%	-0.2%	1%	-16%	-43%	0.8%	-6%	-11%	i	0.1
Brc1ccccc1OCCCCN1CCCCC1	-0.3%	-1.7%	-7%	-25%[20 µM]	-17%	-0.7%	7%	8%	i	0.3
CCCCOc1ccc(C(=O)N2CCCC2)cc1	-0.1%	-2.9%	-45%	-63%	14%	nt	25%	7%	i	0.6
COc1ccc(-c2nc3ccccc3c(=O)n2CCc2ccc(O)cc2)cc1	-0.1%	12%	5%	-46%	-12%	-0.3%	-2%	4%	i	0.3
C(=N/Nc1cc(N2CCOCC2)nc(N2CCOCC2)n1)/c1ccccc1	0.8%	-1.8%	5%	-16%	18%	-3.9%	-4%	13%	i	0.7
COC(=O)c1ccc(NC(=O)CCN2C(=O)CSC2=O)cc1	0.0%	1.1%	-13%	-29%[20 µM]	-44%	nt	18%	-3%	i	0.6
Cc1ccc(C(=O)NC(=O)CSc2nncn2C)cc1	-0.1%	0.0%	6%	-15%	-45%	-2.7%	3%	9%	i	0.3
Cc1ccc(SCc2c(C(=O)N/N=C/C3CC=CCC3)nnn2-c2nonc2N)cc1 (stereo unspecified)	0.2%	-1.9%	4%	22%	-9%	1.0%	-8%	-8%	i	0.2
CCn1c(SCC(=O)n2c(C)c(C)c3ccccc32)nnc1-c1ccco1	-0.1%	2.1%	-15%	-15%	5%	3.0%	6%	16%	i	0.3
CC(=O)Nc1ccc(C(=O)OCc2ccc(F)cc2)cc1	-0.1%	-1.1%	-15%	3%[20 µM]	23%	10%	3%	2%	i	0.5
Cn1c(CC(=O)Nc2ccccc2Cl)nnc1SCC(=O)NC1=NCCS1	-0.2%	-0.8%	4%	-34%	-32%	1.2%	4%	6%	nt	nt
Nc1nnc(COc2ccccc2)s1	0.3%	-3.4%	-4%	-7%	-8%	-3.6%	17%	10%	i	0.6
O=S(=O)(Nc1ccc(N2CCCCC2)cc1)c1ccc(F)cc1	0.5%	-3.6%	15%	-1%	-12%	7.4%	10%	-1%	i	0.8
CCn1c(CCNC(=O)c2ccc(F)cc2)nc2ccccc21	-0.3%	-1.7%	5%	-82%	35%	2.6%	6%	-3%	i	2.9
COc1ccc(-c2cc(C(=O)NC(Cc3c[nH]c4ccccc34)C(=O)O)c(C)o2)cc1OC (stereo unspecified)	0.0%	20%	-20%	-2%	-51%	-0.5%	-8%	-6%	i	0.3
COc1ccc(CCNC(=O)C2CCN(S(C)(=O)=O)CC2)cc1OC	-0.3%	-1.8%	9%	-1%	-5%	-3.8%	21%	3%	i	11
CC(=O)Nn1cc2c(c1-c1ccccc1)c(=O)n(C)c(=O)n2C	-0.2%	-2.5%	6%	21%	3%	-2.7%	9%	8%	i	1.0
Cn1c(Cn2c3ccccc3c3ccccc32)n[nH]c1=S	-0.4%	-1.2%	23%	22%	0%	-6.6%	-9%	6%	i	0.3
CC(C)NC(=O)c1cc(C(=O)c2cc(Cl)ccc2O)coc1=N	-0.1%	-1.4%	-11%	26%	-3%	-4.2%	11%	-12%	i	0.8
CCOc1ccccc1NC(=O)CSc1nnnn1-c1ccc(C(=O)OC)cc1	-0.2%	33%	16%	3%	-25%	5.2%	23%	-12%	i	0.9
COCC(C)NC(=O)NC(=O)c1ccc(Cl)cc1 (stereo unspecified)	-0.1%	-3.2%	0%	6%	-14%	-0.8%	-2%	7%	i	2.7
CCCCc1ccc(-c2nc(NC(=O)C3C4CCC(O4)C3C(=O)O)sc2C)cc1 (stereo unspecified)	0.0%	-2.7%	-70%	-6%	-20%	1.6%	-5%	8%	nt	nt
CCCCN(CCCNC(=O)c1ccc(CS(=O)(=O)c2c(Cl)cccc2Cl)o1)Cc1ccccc1	-0.1%	0.3%	-2%	20%	-26%	6.2%	11%	14%	i	0.6
CCCOC(=O)c1c(NC(=O)CCCn2nc([N+](=O)[O-])c(Cl)c2C)sc(C(=O)OC)c1C	1.0%	2.5%	6%	-8%	-29%	0.1%	12%	5%	i	2.3
CCN(c1ccc(F)cc1)S(=O)(=O)c1ccc2[nH]cc(C(=O)NCCCN3CCOCC3)c(=O)c2c1	0.0%	1.4%	11%	15%	-28%	0.8%	10%	-6%	i	0.9
COc1ccc(C2C(C(=O)c3ccc(C)o3)=C(O)C(=O)N2CC2CCCO2)cc1OC (stereo unspecified)	-0.1%	1.0%	1%	-11%	-25%	3.9%	-6%	10%	i	0.7
Cc1ccc(C(C)C)c(OCCNC(=S)Nc2cccc3ccccc23)c1	0.3%	0.3%	-24%	-41%	12%	7.9%	5%	2%	i	2.9
CN(C)S(=O)(=O)c1ccc(C(=O)NCC(=O)N/N=C/c2cccs2)cc1	1.2%	-0.2%	4%	-26%	-9%	1.6%	-3%	2%	i	0.6
COc1ccc(C(=O)NCCCN2CCCC2=O)cc1	0.0%	1.1%	-18%	-23%	18%	24%	-20%	-13%	i	1.4
Cc1nc(C(F)(F)F)ccc1C(=O)NCC(O)c1ccccc1 (stereo unspecified)	1.4%	-1.8%	-19%	3%	-3%	-1.3%	4%	-1%	i	1.1
CCN(CC)c1ccc(C=Nc2ccc(C)cc2C)c(O)c1	-0.2%	-2.6%	-9%	-13%	0%	3.7%	0%	-16%	i	1.1
Cc1ccc(-n2c(=O)c3sccc3n(Cc3cc(=O)n4ccccc4n3)c2=O)cc1F	0.5%	0.4%	-10%	3%	-19%	-2.7%	-7%	-1%	nt	nt
CCOC(=O)c1c(C)oc2c1c(C=NCCC(=O)O)c(O)c1ccccc12	-0.3%	23%	7%	-50%	-16%	4.4%	-2%	-2%	i	0.3
CC1CCCN(C(=O)COC(=O)c2n[nH]c3ccccc23)C1 (stereo unspecified)	-0.2%	2.0%	-39%	26%	-20%	-6.7%	-9%	-3%	i	1.3
O=S(=O)(c1ccccc1)N1CCN(c2ccnc3cc(Cl)ccc23)CC1	0.3%	-0.3%	13%	-44%[20 µM]	34%	-1.9%	-6%	4%	i	0.0
CCOc1ccc(S(=O)(=O)n2c(C)nc3ccccc32)cc1	-0.1%	0.5%	12%	11%	6%	0.2%	0%	1%	i	1.9
CCOC(=O)CCCNC(=O)CSc1nc2ccc(OCC)cc2[nH]1	-0.3%	-0.8%	2%	-42%	-27%	-1.4%	-1%	-6%	i	0.6
Nc1ccc(C(=O)c2cccs2)cc1[N+](=O)[O-]	0.6%	-1.5%	0%	11%[20 µM]	-11%	nt	15%	4%	i	0.0
Cc1c(C(=O)N2c3ccccc3CC2C)oc2ccccc12 (stereo unspecified)	-0.1%	1.0%	-74%	9%	-99%	-3.4%	4%	-1%	i	0.7
O=C(Nc1cccnc1Cl)c1ccc(=O)oc1	0.3%	20%	23%	5%	-4%	0.1%	1%	-2%	i	0.6
O=C1C=C(Nc2ccc(Cl)cc2)C(=O)N1c1ccc(Cl)cc1	-0.3%	55%*	-21%	-59%	-11%	0.6%	-15%	1%	i	0.2
CCc1ccccc1Nc1ccc(C(=O)O)cc1N	-0.1%	7.7%	-43%	-2%	-50%	10%	3%	4%	i	0.6
O=C(Nc1ccc(-n2cc(Br)cn2)cc1)c1ccncc1	0.3%	1.2%	-3%	-16%[20 µM]	-32%	-2.7%	-2%	-17%	i	0.1
COc1ccc2nc(C)cc(NCc3cccc(C(F)(F)F)c3)c2c1	0.1%	-0.7%	15%	-31%	-18%	0.7%	-6%	21%	i	0.2
COCCCNS(=O)(=O)c1ccc(Cl)c(C(F)(F)F)c1	0.2%	2.0%	10%	-19%	-22%	2.7%	-5%	4%	i	0.2

5 structures out of the list, arranged by count of non-hydrogen atoms, lowest first:
SMILES	GPR55 beta-arrestin	HIV peptide binding	NOD2 inhibition	KOR beta-arrestin-1	NOD1 inhibition	KOR beta-arrestin-2	GPR35 arrestin U2OS	GPR55 antagonists	Myeloid diff 2	Myeloid diff 2 GFP+ MAC1+ %
COCCCNS(=O)(=O)c1ccc(Cl)c(C(F)(F)F)c1	0.2%	2.0%	10%	-19%	-22%	2.7%	-5%	4%	i	0.2
Cc1c(C(=O)N2c3ccccc3CC2C)oc2ccccc12 (stereo unspecified)	-0.1%	1.0%	-74%	9%	-99%	-3.4%	4%	-1%	i	0.7
COc1ccc2nc(C)cc(NCc3cccc(C(F)(F)F)c3)c2c1	0.1%	-0.7%	15%	-31%	-18%	0.7%	-6%	21%	i	0.2
O=S(=O)(c1ccccc1)N1CCN(c2ccnc3cc(Cl)ccc23)CC1	0.3%	-0.3%	13%	-44%[20 µM]	34%	-1.9%	-6%	4%	i	0.0
CCOC(=O)c1c(C)oc2c1c(C=NCCC(=O)O)c(O)c1ccccc12	-0.3%	23%	7%	-50%	-16%	4.4%	-2%	-2%	i	0.3

Continuation.
SMILES	GPR55 beta-arrestin	HIV peptide binding	NOD2 inhibition	KOR beta-arrestin-1	NOD1 inhibition	KOR beta-arrestin-2	GPR35 arrestin U2OS	GPR55 antagonists	Myeloid diff 2	Myeloid diff 2 GFP+ MAC1+ %
CCCn1c(C(C)Nc2nc(-c3ccc(C)cc3)cs2)nc2cc(Cl)c(Cl)cc21 (stereo unspecified)	0.4%	4.1%	-14%	-20%[20 µM]	-15%	2.5%	5%	-1%	i	1.6
CSC1=NCCN1C(=O)COc1ccc2ccccc2c1	-0.2%	0.5%	12%	16%	11%	6.1%	-4%	-4%	i	1.7
COc1ccc(OC)c(/C(C)=N/Nc2ccc(C(=O)O)cc2)c1	-0.3%	-2.8%	14%	5%	-29%	0.4%	13%	-7%	i	0.0
Cc1c(NC(=O)c2cc(-c3ccccc3)on2)c(=O)n(-c2ccccc2)n1C	-0.1%	2.3%	8%	-15%	2%	-0.2%	-10%	14%	i	7.2
O=[N+]([O-])c1cc(C(F)(F)F)ccc1NCCNC(=S)Nc1ccc(Cl)cc1	-0.2%	-3.8%	9%	-8%	nt	-3.0%	4%	2%	nt	nt
O=Cc1cccn1-c1ccc2ccccc2c1	0.9%	-2.2%	-9%	6%	-21%	-3.0%	-1%	-3%	i	0.5
COCCN(CC(=O)Nc1ccccc1C)S(=O)(=O)c1ccc(S(=O)(=O)N2CCCC2)cc1	0.2%	1.1%	-4%	10%	-7%	-0.5%	-13%	6%	i	0.5
Cc1ccc(S(=O)(=O)N2CCN(CC(=O)N/N=C\c3cccnc3)CC2)cc1	-0.1%	3.3%	2%	25%	-2%	-1.3%	7%	10%	i	0.2

These rows are one share of the data. The share of hits here may be higher or lower than overall.
